Source: PubChem
A549 tox = Nrf2 qHTS screen for inhibitors: counterscreen for cytotoxicity | AID 504648, 2011 | hit rate 0.16% among 390,000 | A549 ARE-Fluc cells, CellTiter-Fluor viability, 18-24 h | Potency, µM (doses to about 46 µM), without a hit: at the top dose activity change, negative = cytotoxicity, actives largely listed as inhibitors; note: potency is the fitted concentration of half-maximal effect; % is set by controls: 0 for no effect and ±100 for the full control effect
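A549 ARE-Fluc cells in 5% FBS OPTI-MEM, 5000 cells/well, rested 2 h then exposed to compounds in concentration-response for 18-24 h at 37 °C. Viability by CellTiter-Fluor fluorescence (Ex 405/Em 525) after 30 min; luciferase luminescence (BugLite, 15 min, RT) read afterwards.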
HepG2 tox = qHTS for Inhibitors of TGF-b: Cytotox Counterscreen. HepG2 CAGA-GFP viability, ATP luminescence, 18 h. Potency, µM (top dose mostly 46.1 µM), for inactives: top-dose activity change, negative = cytotoxicity, hits mostly cytotoxic. hit rate 0.76% among 410,000. AID 588856, 2011; note: potency is the fitted concentration of half-maximal effect; some results filed as inactive show a strong effect at the top dose
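HepG2 CAGA-GFP cells (1000/well, DMEM with 1% FBS) received compound, then TGF-beta at 500 pg/mL final, and were incubated 18 hours at 37 degrees C. Viability was read by CellTiter-Glo luminescence. Media-only wells were set as complete cell-killing and DMSO as no toxicity.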
Abeta rescue = qHTS for compounds that reverse cellular toxicity of Amyloid beta (A-beta) peptide in yeast: Primary Screen; yeast expressing A-beta42, growth rescue, OD600, 48 h; response scale: 0% DMSO, 100% iron-clioquinol control; Potency, µM (highest dose often 46.1 µM), for inactives: at the top dose growth rescue, most hits filed as activators; hit rate 0.063% among 410,000; note: potency is the fitted concentration of half-maximal effect; nearly all actives have a fitted effect of over 55% in size
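Yeast A-beta toxicity model in growth medium with pinned compounds, 48 h at 30 C; growth read as absorbance at 600 nm. Normalized to FeCl3/clioquinol equimolar mix (positive) and DMSO (negative).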
Nrf2 ARE act = qHTS of Nrf2 Activators. hit rate 0.31% among 410,000. AID 624171, 2012. Potency, µM (top dose mostly 46.1 µM), for inactives: at the top dose activation, usual class: activators. AREc32 ARE-luciferase reporter (MCF7-derived line), luminescence, 24 h; note: potency is the fitted concentration of half-maximal effect; % of control where 0% means no effect; nearly all actives have a fitted effect of over 65% in size
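ARE activation measured as luciferase luminescence (Steady-Glo, 30 min RT) in AREc32_Fluc cells after 24 hr compound exposure at 37 deg C, 5% CO2; cells seeded overnight at 1000/well in OPTI-MEM, 5% FBS.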
CCT modulator = High-Throughput Screening for Modulators of Cytosolic Chaperonin Activity; purified chaperonin ATPase assay, HTRF ADP detection, 30 min; activity change, % (no concentration beside the values), hits read low; hit rate 0.3% among 360,000; in the data active = activity change below about -30%; note: % is set by controls: 0 for no effect and ±100 for the full control effect
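First, chaperonin was dispensed at 40 nM or 20 nM final depending on batch activity. Next, compounds were pinned at 76 uM and ATP added at 10 uM. After 30 min at 37 °C, ADP detection reagents ran 30 min at ambient temperature.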
pAkt inh = HTS Assay for Inhibitors of Akt Phophorylation: Primary Screen. AID 651550, 2012. Neuro2A IGF-stimulated pAkt S473 HTRF, 20 min; active compounds read low. hit rate 0.32% among 360,000. activity change, % for hits at 50 µM; in the data active = activity change below about -80%; inconclusive = mostly about -51% to -80%; note: % is set by controls: 0 for no effect and ±100 for the full control effect
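Neuro2A cells (4,500/well, DMEM with 0.5% FBS) were treated with compound at a single 50 µM final concentration, stimulated with 6 nM IGF for 20 min at 37 °C, and lysed. Phospho-Akt Ser473 was read by HTRF as 665/615 ratio ×10^4.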
TGFb SMAD3 inh = qHTS for Inhibitors of TGF-b. Potency, µM (highest dose often 46.1 µM), for inactives: top-dose activity, negative = inhibition, most hits filed as inhibitors. hit rate 1.2% among 410,000. AID 588855, 2011. HepG2 CAGA-GFP TGF-b/SMAD3 reporter, GFP fluorescence, 18 h; TGF-beta stimulated, 500 pg/mL final; note: potency is the fitted concentration of half-maximal effect; % is set by controls: 0 for no effect and ±100 for the full control effect; nearly all actives have a fitted effect of over 65% in size
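TGF-beta reporter screen: HEPG2 CAGA-GFP, 1% FBS, 500 pg/mL TGF-beta final, 18 h; per-cell GFP summed per well; curves fitted and categorized by class.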
Mm-Cpn inhibitor = Inhibitors of TCP-1 ring complex (TRiC) of Methanococcus maripaludis (MmCpn): qHTS | purified Mm-Cpn ATPase, ADP Transcreener TR-FRET | AID 504842, 2011 | hit rate 0.031% among 330,000 | Potency, µM (highest dose often 76.9 µM), for inactives: top-dose activity, negative = inhibition, most hits filed as inhibitors; note: potency is the fitted concentration of half-maximal effect; % is set by controls: 0 for no effect and ±100 for the full control effect; nearly all actives have a fitted effect of over 80% in size
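ATPase turnover read by TR-FRET ADP competition (Eu cryptate antibody/ADP-d2, 665/590 nm): 10uM ATP final, 25nM Mm-CPN final, 30 min 37degC after 10-min compound preincubation, pH 7.4 Tris/KCl/MgCl2/DTT buffer.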
Nrf2 block = Nrf2 qHTS screen for inhibitors; A549 ARE-Fluc reporter, luciferase luminescence, 18-24 h; Potency, µM (doses to about 46 µM), for the others: at the top dose activity change, negative = inhibition, most hits filed as inhibitors; hit rate 2.1% among 360,000; AID 504444, 2011; note: potency is the fitted concentration of half-maximal effect; % is set by controls: 0 for no effect and ±100 for the full control effect; nearly all actives have a fitted effect of over 60% in size
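In this cell-based qHTS, ARE-driven firefly luciferase in A549 cells reports Nrf2 activity; the luminescent signal after BugLite lysis is the measured value, with a prior CellTiter-Fluor read for cell health.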
An asterisk follows results filed as active; i = inactive; u = inconclusive; x = no result given. Unless noted, calls come from the whole dose curve; as a rule, active = well fitted curve in the direction sought with a large enough effect; inconclusive = small, poorly fitted or top-dose-only effect, or another doubt; inactive = no such curve, though single readings can be large; an effect the other way counts as inactive or inconclusive.

SMILES	A549 tox	HepG2 tox	Abeta rescue	Nrf2 ARE act	CCT modulator	pAkt inh	TGFb SMAD3 inh	Mm-Cpn inhibitor	Nrf2 block
CN(C)CCNC(=O)c1ccc(-n2c(-c3ccccc3)cc3c2CCCC3)cc1	0%	18µM*	-22%	11µM*	x	x	u	x	23µM*
O=C(Nc1nnc(-c2ccccn2)o1)c1cccc(Br)c1	1%	-13%	u	15%	0.7	i	0%	-2%	-14%
CCCOc1ccc(CC2C(=O)Nc3ccc(Br)cc32)cc1 (stereo not drawn)	5%	-95%	2%	-1.8%	x	x	11µM*	x	10%
CC(C)(C)NC(=O)CN(C(=O)C(=O)Nc1ccc2c(c1)OCCO2)N1CCOCC1	0%	5%	0%	-0.4%	-4.2	i	6%	0%	-3%
COc1cc(/C=C/c2ccc3cccc(O)c3n2)cc(Cl)c1OC	-2%	-32%	-2%	u	1.5	i	u	-1%	u
COc1ccc(CCN2CCCn3c2nc2c3c(=O)[nH]c(=O)n2C)cc1OC	0%	7%	-1%	0.0%	1.1	i	19%	-2%	10%
CC(C(=O)O/N=C(\N)c1cccnc1)c1ccc([N+](=O)[O-])cc1 (stereo not drawn)	6%	-3%	-7%	5.6%	-4.1	i	4%	0%	-2%
O=[N+]([O-])c1cccc(-c2nnc3cccc(Cl)n23)c1	7%	-11%	-12%	2.4%	-2.6	i	3%	-1%	-2%
O=C(Nc1ccc(F)c(Cl)c1)c1ccccc1NC(=O)C1CCCCC1C(=O)O (stereo not drawn)	-6%	-1%	6%	5.5%	0.1	i	1%	x	-5%
CN(C)C(=O)N1CCC(C(=O)NCC2CCCO2)CC1 (stereo not drawn)	25%	4%	16%	-0.6%	-5.4	i	-10%	1%	9%
CN(C)S(=O)(=O)c1ccc2c(c1)N(CC(=O)N1CCC(C(N)=O)CC1)CCS2	12%	-2%	-5%	-1.6%	x	x	2%	x	x
O=C(N/N=C/c1ccc(-c2cccc([N+](=O)[O-])c2)o1)c1cccs1	-6%	-2%	-2%	u	-1.1	i	2%	0%	u
O=C(O)c1ccc(N/N=C/C=C/c2ccccc2[N+](=O)[O-])cc1	u	-3%	18%	5.6%	-1.9	i	-2%	-1%	u
Cn1nc(-c2ccc(NCCO)c([N+](=O)[O-])c2)c2ccccc2c1=O	-23%	-19%	-11%	4.4%	-4.2	i	0%	5%	-5%
COCCN(C(=O)COC(=O)c1cc(C)n(-c2ccccc2)c1C)c1c(N)n(Cc2ccccc2)c(=O)[nH]c1=O	-12%	4%	22%	-0.2%	0.4	i	-1%	1%	-29%
Cc1cc(NC(=O)C2CCN(C(=O)c3ccco3)CC2)ccc1Br	1%	-12%	-1%	6.2%	-4.3	i	-26%	2%	2%
CCN(CC)C(=O)Cc1cc(C(=O)O)c2ccccc2n1	8%	2%	22%	0.0%	-2.3	i	-14%	-1%	7%
CCOC(=O)c1c(C)nc2sc3c(=O)n(-c4ccc(C(C)=O)cc4)cnc3c2c1-c1ccc(OC)cc1	-2%	0%	12%	-0.5%	-1.0	-108%*	-10%	6%	2%
OC[C@H]1O[C@H](OC[C@H]2O[C@H](OC[C@H]3O[C@H](O[C@]4(CO)O[C@H](CO)[C@@H](O)[C@@H]4O)[C@H](O)[C@@H](O)[C@@H]3O)[C@H](O)[C@@H](O)[C@H]2O)[C@H](O)[C@@H](O)[C@H]1O	-2%	2%	-5%	-1.0%	-0.3	i	3%	1%	-3%
CCOC(=O)CNC(=S)N(CCCN1CCN(C)CC1)Cc1cccs1	2%	-25%	11%	2.6%	-5.1	i	10%	0%	8%
CN(C)Cc1c(C(=O)N/N=C/c2ccccc2OCc2c(F)cccc2Cl)nnn1-c1nonc1N	4%	-11%	4%	0.0%	-0.9	i	u	0%	3%
Cc1ccccc1OC1(C)CCN(Cc2ccc(-c3ccccn3)cc2)C1 (stereo not drawn)	x	-51%	-6%	0.1%	-2.1	i	-30%	x	x
O=C1OCCN1N1CCOC1=O	0%	-8%	-6%	-0.8%	-2.3	i	0%	x	4%
CC(=O)Nc1cccc(N2C(=O)CCC2=O)c1	-2%	2%	5%	0.4%	0.8	i	0%	1%	x
O=S(=O)(Nc1ccncc1Cl)c1cc(Cl)ccc1Cl	-2%	-20%	-4%	0.0%	-1.3	i	-16%	-1%	u
SMILES	A549 tox	HepG2 tox	Abeta rescue	Nrf2 ARE act	CCT modulator	pAkt inh	TGFb SMAD3 inh	Mm-Cpn inhibitor	Nrf2 block
CCOc1cc(C(=O)N2CCN(C/C=C/c3ccccc3)CC2)cc(OCC)c1OCC	-1%	-51%	-2%	0.0%	0.3	i	-19%	0%	-3%
COc1ccc(CCn2c(C)cc(C(=O)COC(=O)c3ccc(NC(=O)CC#N)cc3)c2C)cc1	0%	0%	20%	-0.2%	-1.4	i	-1%	-12%	-25%
COc1ccc(-c2cc(=O)oc3cc(OCC(=O)NCC4CCC(C(=O)O)CC4)ccc23)cc1 (stereo not drawn)	-1%	1%	2%	1.3%	1.8	i	3%	-2%	0%
CCOC(=O)c1cc(CNC(=O)c2c(C)oc3c2CCCC3)c(C)o1	-10%	-8%	6%	9.4%	2.2	i	1%	0%	1%
COc1ccc(CNS(=O)(=O)c2cc3c(cc2C)n(C)c(=O)c(=O)n3C)cc1	-5%	-15%	-10%	0.5%	x	x	-3%	x	3%
COc1cccc(NC(=O)c2cccc(S(=O)(=O)N3CCN(Cc4ccccc4)CC3)c2)c1	-8%	-4%	0%	1.5%	-1.6	i	-8%	-1%	u
COCCCNC(=O)CSC1=Nc2ccccc2C2=NC(c3ccccc3)C(=O)N12 (stereo not drawn)	0%	6%	-6%	2.6%	-1.3	i	2%	0%	-4%
Cn1ccc(NC(=O)c2ccc(Cl)cc2)n1	0%	3%	-5%	2.7%	0.4	i	12%	1%	2%
CCOC(=O)c1c(N2C(=O)Nc3ccccc3N2O)n[nH]c1-c1cccc(Cl)c1	-1%	-11%	9%	-0.4%	0.0	i	1%	-2%	18%
Cc1cc(C)cc(NC(=S)NCc2cccs2)c1	u	-48%	7%	2.9%	-0.2	i	u	0%	23µM*
CCCNC(=O)C1(C)CCCN(C(=O)c2cc3ccccc3s2)C1 (stereo not drawn)	x	-12%	6%	-1.2%	0.0	i	3%	x	x
COc1ccc(N2CCN(C(=O)NC(=O)c3ccc(Cl)cc3)CC2)cc1	1%	3%	14%	-1.1%	-1.1	i	0%	1%	-21%
COc1ccc(C(C)=O)cc1CN1C(=O)C(C)ON=C1c1cccc(C(F)(F)F)c1 (stereo not drawn)	x	1%	-12%	2.0%	-1.0	i	-19%	x	x
Cc1ccc(C(=O)CSc2ccc(-c3cccnc3)nn2)cc1	1%	-17%	-24%	2.1%	-4.4	i	0%	-1%	-1%
O=c1[nH]c(SCc2cccc(Cl)c2)nc2ccccc12	14%	-1%	17%	0.3%	0.7	i	3%	1%	-4%
CCCN1C(=O)c2ccccc2NC1c1ccc(OC)cc1OC (stereo not drawn)	6%	-20%	6%	-0.1%	2.1	i	-25%	-1%	-23%

Filtered by structure, the compounds so far containing an aryl methoxy group (10)
SMILES	A549 tox	HepG2 tox	Abeta rescue	Nrf2 ARE act	CCT modulator	pAkt inh	TGFb SMAD3 inh	Mm-Cpn inhibitor	Nrf2 block
COc1cc(/C=C/c2ccc3cccc(O)c3n2)cc(Cl)c1OC	-2%	-32%	-2%	u	1.5	i	u	-1%	u
COc1ccc(CCN2CCCn3c2nc2c3c(=O)[nH]c(=O)n2C)cc1OC	0%	7%	-1%	0.0%	1.1	i	19%	-2%	10%
CCOC(=O)c1c(C)nc2sc3c(=O)n(-c4ccc(C(C)=O)cc4)cnc3c2c1-c1ccc(OC)cc1	-2%	0%	12%	-0.5%	-1.0	-108%*	-10%	6%	2%
COc1ccc(CCn2c(C)cc(C(=O)COC(=O)c3ccc(NC(=O)CC#N)cc3)c2C)cc1	0%	0%	20%	-0.2%	-1.4	i	-1%	-12%	-25%
COc1ccc(-c2cc(=O)oc3cc(OCC(=O)NCC4CCC(C(=O)O)CC4)ccc23)cc1 (stereo not drawn)	-1%	1%	2%	1.3%	1.8	i	3%	-2%	0%
COc1ccc(CNS(=O)(=O)c2cc3c(cc2C)n(C)c(=O)c(=O)n3C)cc1	-5%	-15%	-10%	0.5%	x	x	-3%	x	3%
COc1cccc(NC(=O)c2cccc(S(=O)(=O)N3CCN(Cc4ccccc4)CC3)c2)c1	-8%	-4%	0%	1.5%	-1.6	i	-8%	-1%	u
COc1ccc(N2CCN(C(=O)NC(=O)c3ccc(Cl)cc3)CC2)cc1	1%	3%	14%	-1.1%	-1.1	i	0%	1%	-21%
COc1ccc(C(C)=O)cc1CN1C(=O)C(C)ON=C1c1cccc(C(F)(F)F)c1 (stereo not drawn)	x	1%	-12%	2.0%	-1.0	i	-19%	x	x
CCCN1C(=O)c2ccccc2NC1c1ccc(OC)cc1OC (stereo not drawn)	6%	-20%	6%	-0.1%	2.1	i	-25%	-1%	-23%

Structures listed above printed as active in pAkt inh:
smiles | CCT modulator | pAkt inh | TGFb SMAD3 inh | Mm-Cpn inhibitor | Nrf2 block
CCOC(=O)c1c(C)nc2sc3c(=O)n(-c4ccc(C(C)=O)cc4)cnc3c2c1-c1ccc(OC)cc1 | -1.0 | -108%* | -10% | 6% | 2%
